SIAH1 antagonists: Siah-1 peptide-binding antagonists, primary screen, biochemical, fluorescence polarization, rhodamine-plectin, uHTS (AID 1817); 290,000 compounds, 0.02% hits; Siah-1 / rhodamine-plectin peptide fluorescence polarization; higher % means a stronger effect; displacement, % at 20 µM; hits with a dose series show IC50 in µM;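 active = displacement of at least 50% at 20 µM, with a fluorescence ratio check between 0.3 and a set limit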;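 note: plate controls were Siah plus tracer with DMSO for no effect and tracer alone without Siah for full effect; strong numbers were not always called active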
PhoP inhibition: inhibitors of PhoP regulon expression, primary screen, Salmonella Typhimurium, GFP reporter (AID 1863); S. Typhimurium PhoP-regulated promoter GFP reporter, 4 h; higher % means a stronger effect; one-dose inhibition, % at 50 µM; IC50 in µM for titrated hits; 300,000 compounds, 0.16% hits;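 active = inhibition over 29.93%, a cutoff 3 SD above the screen mean, later confirmed by dose response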;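 note: 0% = low Mg2+ inducing control and 100% = high Mg2+ repressing control; strong numbers were not always called active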
LYP phosphatase: inhibitors of LYP phosphatase, biochemical, fluorescence intensity, uHTS (AID 1779). recombinant LYP phosphatase, fluorescence intensity; higher % means a stronger effect. 290,000 compounds, 0.054% hits. inhibition, % at 11.5 µM, or IC50 in µM where a hit was titrated; in the data active = inhibition above about 50%;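 note: plate controls were vehicle with enzyme for no effect and no enzyme for full effect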
Myeloid diff 2: myeloid differentiation induction; 360,000 compounds, 1% hits; calls only at 10 µM; ER-HoxA9 myeloid progenitors, lysozyme-GFP differentiation, flow cytometry; AID 624256;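 active = normalized GFP-positive differentiation at or above the plate's own cutoff, the solvent-only control mean plus 3 SD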;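 note: cells exposed to compound for four days before flow analysis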
GPR55 LPI antagonism: inhibition of LPI-stimulated GPR55 beta-arrestin translocation – imaging, U2OS, beta-arrestin-GFP, LPI agonist, primary screen (AID 2013); U2OS GPR55 beta-arrestin-GFP translocation imaging, LPI antagonism; higher % means a stronger effect; one-dose inhibition, % at 10 µM; IC50 in µM for titrated hits; 290,000 compounds, 0.13% hits;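 active = spots per cell inhibited over 60%, with over 100 cells counted and total cytoplasm intensity under 500,000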;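 note: U2OS cells stably carrying GPR55 and arrestin-GFP stimulated by 5 µM LPI near EC80; imaged beta-arrestin-GFP aggregate spots per cell after agonist stimulation; plate controls were LPI-stimulated DMSO wells for no effect and DMSO wells without LPI for full effect; some results filed as inactive read as strong as hits; confirmed hits need IC50 under 10 µM and bright autofluorescent wells are also inconclusive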
NTR1 agonist: NTR1-driven beta-arrestin-GFP spot formation – imaging, U2OS cells, high content, primary screen (AID 493036); P30989; agonist mode; activation, % at 20 µM; 330,000 compounds, 0.17% hits;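 active = activation at or above 40% of the spot to cytoplasm intensity ratio, with at least 20 cells analyzed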;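 note: 0% = DMSO without peptide and 100% = 100 nM NTR1 peptide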
Target sequence (P30989 whole entry, looked up): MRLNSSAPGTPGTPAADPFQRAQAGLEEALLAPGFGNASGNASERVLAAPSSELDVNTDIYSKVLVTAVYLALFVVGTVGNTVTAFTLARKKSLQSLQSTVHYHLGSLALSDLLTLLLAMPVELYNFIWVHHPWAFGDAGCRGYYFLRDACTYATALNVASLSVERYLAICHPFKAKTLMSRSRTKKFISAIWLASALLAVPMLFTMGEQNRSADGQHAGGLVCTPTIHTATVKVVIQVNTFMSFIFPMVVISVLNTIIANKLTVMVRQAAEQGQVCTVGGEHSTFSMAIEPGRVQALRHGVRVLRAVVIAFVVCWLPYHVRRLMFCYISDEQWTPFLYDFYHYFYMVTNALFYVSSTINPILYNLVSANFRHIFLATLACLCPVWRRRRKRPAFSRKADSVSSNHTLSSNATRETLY
HIV peptide binding: cell-free HIV fusion peptide-binding blockers – biochemical, uHTS, fluorescence dequenching, primary screen (AID 1986); cell-free peptide binding, fluorescence dequenching, 30 min; higher % means a stronger effect; 290,000 compounds, 0.3% hits; inhibition, % at 20 µM; hits with a dose series show IC50 in µM; in the data active = inhibition mostly above about 52%, no sharp cut-off; inactive = mostly below about 76%; note: some results filed as inactive read as strong as hits
MgcRacGAP inhibition: MgcRacGAP GTPase-activating activity inhibitors, confirmation, biochemical, ADP Hunter fluorescence | MgcRacGAP-stimulated Rac1 GTP hydrolysis, ADP Hunter fluorescence; higher % means a stronger effect; GST-tagged Rac1 F28L mutant substrate | one-dose inhibition, % at 30 µM; IC50 in µM for titrated hits | 340,000 compounds, 0.6% hits | AID 624330;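 active = first-screen hits whose inhibition reached a set limit at any dose in the follow-up dose series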;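 note: fluorescence reports GDP produced by GAP-driven GTP hydrolysis; strong numbers were not always called active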
GPR35 antagonists: inhibition of zaprinast-stimulated GPR35 beta-arrestin translocation – imaging, U2OS, beta-arrestin-GFP, zaprinast agonist, primary screen (AID 2058). 290,000 compounds, 0.052% hits. U2OS GPR35 beta-arrestin-GFP translocation imaging, zaprinast antagonism; higher % means a stronger effect. inhibition, % at 10 µM, or IC50 in µM where a hit was titrated;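 active = inhibition of at least 50% with at least 30 cells and total cytoplasm GFP at most 10,000,000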
NTR1 agonist cell count 20 µM: second read-out of NTR1 agonist, no call of its own (marks repeat the call); cell count; measured here: cell count, cytotoxicity flag
Myeloid diff 2 GFP+ MAC1+ %: second read-out of Myeloid diff 2, no call of its own (marks repeat the call); GFP+ MAC1+ double positive, %; measured here: differentiation confirmed by MAC1 staining
* hit, by the source's call; i = inactive; · = no result given; + = active, no number; & = joins results of further samples.

SMILES	SIAH1 antagonists	PhoP inhibition	LYP phosphatase	Myeloid diff 2	Myeloid diff 2 GFP+ MAC1+ %	GPR55 LPI antagonism	NTR1 agonist	NTR1 agonist cell count 20 µM	HIV peptide binding	MgcRacGAP inhibition	GPR35 antagonists
CN1CCNC(=O)C1CC(=O)NCCC1=CCCCC1 (centres undefined)	2%	-2%	-4%	i	0.8	-2%	0.1	48	-1.6%	-3%	9%
CN(C)c1ccc(C(=O)C(O)c2ccc(C(C)(C)C)cc2)cc1 (centres undefined)	-4%	0%	3%	i	11	7%	1.9	53	-3.2%	-1%	6%
Cc1cc(SCC(=O)O)nc2ccccc12	2%&4%	-7%&11%	-3%&-3%	i	0.4&0.2	4%&15%	3.0&-1.1	62&82	0.0%&0.8%	3%&6%	-2%&-8%
CCc1nnc(NC(=O)CSc2nnc(CCc3nc4ccccc4[nH]3)n2C)s1	1%	-4%	-4%	i	0.8	-1%	-2.4	87	-0.4%	11%	8%
O=C(NCc1ccccn1)c1ccc(Cl)c(S(=O)(=O)Nc2ccccc2C(=O)NCc2ccccn2)c1	3%	-2%	-7%	i	0.4	-9%	-0.5	54	4.2%	-3%	-13%
O=C1CCCc2nc(N3CCN(Cc4ccccc4)CC3)ncc21	1%	29%	2%	i	1.0	-3%	0.9	73	-1.7%	8%	15%
CCN(CC)c1ccc(/C=C2\NC(=O)NC2=O)cc1	-2%	3%	4%	i	0.8	3%	-2.3	52	6.5%	31%	9%
O=C(COC(=O)c1ccccc1[N+](=O)[O-])NNC(=O)c1cccs1	0%	-7%	-9%	i	1.4	-7%	-1.0	60	1.4%	9%	-6%
CN(C)S(=O)(=O)c1ccc(NC(=O)c2cc(F)c(F)cc2Cl)cc1	1%	-13%	-6%	i	0.7	20%	-0.2	43	-1.0%	3%	18%
CCCc1cc(=O)[nH]c(SCC(=O)Nc2ccc(C)cc2)n1	-3%	-14%	-3%	i	0.4	3%	1.0	58	-0.8%	8%	8%
Cc1cc(C)c(OCC(O)CNC(C)(C)C)c(C)c1 (centres undefined)	-3%	-1%	-12%	i	0.3	15%	-1.4	85	-1.4%	5%	6%
Cc1cc(=O)n2[nH]cnc2n1	5%	11%	-9%	i	0.3	4%	-0.1	37	-0.9%	4%	-9%
COc1ccc2[nH]c(C)c(CCNC(=S)Nc3cc(C)ccc3C)c2c1	1%	8%	83%*	i	0.8	10%	3.2	89	-1.1%	15%	-1%
O=C(O)c1c2c(nc3ccc(Cl)cc13)CCC2	-9%	0%	-2%	i	0.4	-1%	0.2	50	7.7%	7%	-17%
COc1cccc(CNC(=O)CN(C)S(=O)(=O)c2cnc[nH]2)c1	5%	1%	-6%	+	3.5*	9%	0.2	46	-1.1%	-6%	22%
CCNC(=S)Nc1c(C)n(C)n(-c2ccccc2)c1=O	6%	6%	-8%	i	0.8	-16%	-0.8	49	0.6%	7%	4%
CN(C)/C=C/C(=O)C(F)(F)F	-4%	-5%	-1%	i	0.9	3%	-0.8	40	-1.5%	3%	-3%
Cc1ccc(C)c(NC(=O)CN(C)C(=O)CSCc2c(C)noc2C)c1	·	-1%	·	i	1.1	·	-1.0	70	·	7%	·
O=C(CN1CCC(O)(c2cccc(C(F)(F)F)c2)CC1)NCCc1ccccc1	-6%	-3%	-13%	i	0.4	17%	-1.0	71	-1.0%	7%	1%
Cc1cc(C(=O)CSc2nc3ccc(Cl)cc3[nH]2)c(C)n1C	-2%	9%	-2%	i	1.4	-2%	1.3	77	0.5%	4%	2%

LYP phosphatase, entries above that show a hit
SMILES | SIAH1 antagonists | PhoP inhibition | LYP phosphatase | Myeloid diff 2 GFP+ MAC1+ % | GPR55 LPI antagonism | HIV peptide binding | MgcRacGAP inhibition | GPR35 antagonists
COc1ccc2[nH]c(C)c(CCNC(=S)Nc3cc(C)ccc3C)c2c1 | 1% | 8% | 83%* | 0.8 | 10% | -1.1% | 15% | -1%

Other compounds follow:
SMILES	SIAH1 antagonists	PhoP inhibition	LYP phosphatase	Myeloid diff 2	Myeloid diff 2 GFP+ MAC1+ %	GPR55 LPI antagonism	NTR1 agonist	NTR1 agonist cell count 20 µM	HIV peptide binding	MgcRacGAP inhibition	GPR35 antagonists
CCO[C@@H]1OC(C(N)=O)=C[C@H](c2ccc3c(c2)OCO3)[C@H]1CCCO	-3%	-1%	-3%	i	1.9	9%	0.8	52	0.0%	5%	25%
Cc1csc(NC(=O)CSc2nnc(NC(=O)NC(C)(C)C)s2)n1	·	8%	·	i	1.2	·	2.4	49	·	6%	·
COC(=O)/C(=N/Nc1ccc(C)cc1)N1CCCc2ccccc21	9%	-8%	-4%	i	0.7	8%	-1.8	72	-1.3%	7%	6%
Cc1cc2nc(CSc3ccccc3)cc(=O)n2[nH]1	-4%	-2%	-7%	i	0.2	-4%	0.4	27	0.6%	·	-4%
CCCCNC(=O)c1cc2c(=O)n(CC)c3ccccc3c2s1	7%	1%	-5%	i	0.0	11%	6.4	82	0.0%	7%	4%
Cn1c(SCc2ccc([N+](=O)[O-])cc2)nc2c(c1=O)SCC2	2%	-5%	1%	i	0.6	-3%	8.1	66	-1.9%	6%	10%
COc1cc(N2CCCC2)ccc1[N+](=O)[O-]	-8%	-4%	-10%	i	0.5	-5%	0.4	44	5.0%	11%	-6%
O=C(CN1C(=O)NC2(CCCC2)C1=O)N1CCN(S(=O)(=O)c2ccccc2)CC1	8%	-12%	-5%	i	0.5	13%	0.7	38	-0.9%	1%	-6%
CCOC(=O)Cn1c(=NC(=O)c2cccs2)sc2cc(C(=O)OC)ccc21	2%	10%	-5%	i	0.4	0%	-1.1	92	0.8%	5%	-5%
O=C(CNC(=O)C12CC3CC(CC(C3)C1)C2)N/N=C\c1ccccn1	12%	-11%	-5%	i	0.6	-2%	2.6	80	2.0%	4%	-15%
COc1ccc(CCNC(=O)Cn2nnc(C(=O)Nc3cccc(C)c3C)c2N)cc1OC	4%	-6%	-4%	i	0.0	11%	1.6	56	0.6%	10%	5%
O=C(COc1ccccc1[N+](=O)[O-])Nc1cc(C(=O)O)cc(C(=O)O)c1	3%	0%	-6%	i	0.2	0%	2.7	62	2.3%	5%	-4%
Cc1ccc([N+](=O)[O-])c(C(=O)Nc2cccnc2Cl)c1	2%	5%	-1%	i	0.6	-4%	-2.2	110	-0.8%	0%	0%
CC(CCc1ccccc1)NC(=O)C(=O)N1CCOCC1 (centres undefined)	-2%	2%	-6%	i	0.4	-1%	-1.3	90	-0.7%	1%	5%
COc1ccc(-n2nc3c(c2NC(=O)c2cc(Br)ccc2Cl)CS(=O)C3)cc1 (centres undefined)	1%	1%	-3%	i	1.8	0%	1.3	91	0.5%	3%	18%
O=S(=O)(Nc1ccn(-c2ccccc2)n1)c1ccc(Br)cc1	3%	25%	0%	i	5.4	-10%	0.6	58	4.9%	6%	8%
Cc1cccc(N2CCN(S(=O)(=O)c3ccc4c(c3)C(C)(C)C(=O)N4C)CC2)c1C	7%	·	-4%	i	2.2	4%	1.2	59	0.8%	5%	-10%
COc1ccccc1CCC(=O)Oc1ccccc1C#N	0%	-1%	-5%	i	0.0	7%	0.0	51	1.0%	3%	-4%
CCNc1nc(NCC)nc(N(CC)C(N)=S)n1	1%	·	-6%	i	0.6	1%	0.2	42	-2.0%	15%	-1%
CCC1(C(=O)c2ccccc2)C2c3cc(Br)ccc3OC(=O)C21C(=O)N1CCOCC1 (centres undefined)	-2%	-7%	-4%	i	1.8	-4%	2.2	46	-0.3%	12%	4%
CCc1cc(CNC(=O)c2ccc3nc(Cc4ccc(OC)c(OC)c4)oc3c2)on1	2%	0%	-10%	i	0.7	-14%	0.0	51	1.1%	4%	-12%
CC(=O)N/N=C\c1cccc(OC/C=C/c2ccccc2)c1	5%	-6%	1%	i	0.5	-4%	1.2	74	0.7%	5%	3%
CSc1ccccc1NC(=S)Nc1ccc(S(N)(=O)=O)cc1	6%	-6%	-3%	i	0.2	-1%	-0.2	40	-1.8%	10%	-2%
CC1(C)CC(=O)C=C(NCCN2CCN(C(=S)NC3CCCCC3)CC2)C1	-2%	-16%	-2%	i	0.8	6%	0.4	47	1.1%	-4%	-3%

Filtered by structure: those above with a halogen.
SMILES	SIAH1 antagonists	PhoP inhibition	LYP phosphatase	Myeloid diff 2	Myeloid diff 2 GFP+ MAC1+ %	GPR55 LPI antagonism	NTR1 agonist	NTR1 agonist cell count 20 µM	HIV peptide binding	MgcRacGAP inhibition	GPR35 antagonists
O=C(NCc1ccccn1)c1ccc(Cl)c(S(=O)(=O)Nc2ccccc2C(=O)NCc2ccccn2)c1	3%	-2%	-7%	i	0.4	-9%	-0.5	54	4.2%	-3%	-13%
CN(C)S(=O)(=O)c1ccc(NC(=O)c2cc(F)c(F)cc2Cl)cc1	1%	-13%	-6%	i	0.7	20%	-0.2	43	-1.0%	3%	18%
O=C(O)c1c2c(nc3ccc(Cl)cc13)CCC2	-9%	0%	-2%	i	0.4	-1%	0.2	50	7.7%	7%	-17%
CN(C)/C=C/C(=O)C(F)(F)F	-4%	-5%	-1%	i	0.9	3%	-0.8	40	-1.5%	3%	-3%
O=C(CN1CCC(O)(c2cccc(C(F)(F)F)c2)CC1)NCCc1ccccc1	-6%	-3%	-13%	i	0.4	17%	-1.0	71	-1.0%	7%	1%
Cc1cc(C(=O)CSc2nc3ccc(Cl)cc3[nH]2)c(C)n1C	-2%	9%	-2%	i	1.4	-2%	1.3	77	0.5%	4%	2%
Cc1ccc([N+](=O)[O-])c(C(=O)Nc2cccnc2Cl)c1	2%	5%	-1%	i	0.6	-4%	-2.2	110	-0.8%	0%	0%
COc1ccc(-n2nc3c(c2NC(=O)c2cc(Br)ccc2Cl)CS(=O)C3)cc1 (centres undefined)	1%	1%	-3%	i	1.8	0%	1.3	91	0.5%	3%	18%
O=S(=O)(Nc1ccn(-c2ccccc2)n1)c1ccc(Br)cc1	3%	25%	0%	i	5.4	-10%	0.6	58	4.9%	6%	8%
CCC1(C(=O)c2ccccc2)C2c3cc(Br)ccc3OC(=O)C21C(=O)N1CCOCC1 (centres undefined)	-2%	-7%	-4%	i	1.8	-4%	2.2	46	-0.3%	12%	4%

Screens from PubChem.

This is a random part of the collection, and some 2.4% of all compounds hit somewhere here.
